High-throughput results: PubChem BioAssay, NCI
Growth percent in the NCI-60 one-dose screen (48 h, 10 µM unless noted): 100 = growth as untreated, 0 = no growth, -100 = all killed.
RXF 393 – RXF 393 renal cancer cells; 77,000 tested, 6.9% active
SNB-75 – SNB-75 CNS cancer; 79,000 tested, 5% active; AID 1794750
SF-268 – SF-268 CNS cancer cells. 82,000 tested, 3.1% active. AID 1794759
CAKI-1 – CAKI-1 renal cancer; 75,000 tested, 4.7% active; AID 1794772
SNB-19 – SNB-19 CNS cancer cells; 81,000 tested, 2.5% active
A498 – A498 renal cancer cells; 76,000 tested, 5.4% active
ACHN – ACHN renal cancer; AID 1794771; 81,000 tested, 4.9% active
SF-539 – SF-539 CNS cancer | 81,000 tested, 6.8% active
The depositor's hits bear a star; nt = not tested or not shown; & = joins results of further samples. Rule for the calls: active = growth percent below 10; inactive = the rest.

Every second line gives: RXF 393, SNB-75, SF-268, CAKI-1, SNB-19, A498, ACHN, SF-539
(1) NS(=O)(=O)c1ccc(NC(=O)/C(=C\c2ccc(Br)cc2)NC(=O)c2ccccc2)cc1
    96, 86, 100, 91, 95, 94, 100, 93
(2) Cc1nn2c(=O)c3c4c(sc3nc2n1-c1ccc(Cl)cc1)CN(C)CC4
    110, 84, 99, 90, 104, nt, 95, 93
(3) O=c1c2cccc3c(N4CCCC4)ccc(c32)c2nc3ccccc3n12
    103, 73, 92, 51, 76, 38, 52, 91
(4) CN1CCN(c2nc3cc(-c4ccccc4)sc3c(=O)[nH]2)CC1
    nt, 82, 101, nt, 99, 90, 107, 97
(5) COc1ccc2nc(NC(=O)c3cccnc3Nc3ccc(Cl)cc3Cl)sc2c1
    95, 98, 86, 80, 106, 121, 85, 93
(6) O=C(O)C1CCCN1C(=O)c1ccc(Cl)cc1 (centres undefined)
    94, 92, 109, 100, 108, 73, 100, 96
(7) O=C(O)c1nnc(C(=O)O)nn1
    113, 94, 107, 105, 111, 107, 108, 110
(8) O=C1CC2CC=CCN2C=C1NC(=O)c1ccc2ccccc2c1 (centres undefined)
    121, 96, 104, 96, 107, 106, 103, 94
(9) COc1cc(C2=NN(C(C)=O)C(c3ccc(Cl)cc3)O2)c(OC(C)=O)c2ccccc12 (centres undefined)
    115, nt, 105, 100, 109, 105, 106, 104
(10) N=C(N)c1ccc(-c2ccc(-c3cc(Cl)cc(Cl)c3)s2)s1
    -84*, 3.2*, -44*, 2.7*, -62*, 74, -54*, -61*
(11) CCOc1ccc(NC(=O)c2ccccc2-c2ccccc2C(=O)O)cc1
    114, 91, 105, 99, 99, 93, 107, 117
(12) CC(C)c1ccc(NC(=O)Nc2ccc(NC(=O)CCCC(=O)NOCc3ccccc3)cc2)cc1
    109, 80, 96, 88, 91, 96, 87, 75
(13) CCCCCCc1nc2nc(Cl)c(Cl)nc2[nH]1
    90, 53, 83, 39, 66, nt, 67, 65
(14) O=C(CSc1nc2ccccc2c(=O)n1-c1ccccc1)Nc1ccc(-c2nc3ccccc3[nH]2)cc1
    116, 135, 108, 107, 103, 111, 95, 101
(15) COC(=O)/C=C1/SC(=Nc2cccc(OC)c2)N(CCc2c[nH]c3ccc(O)cc23)C1=O
    53, 71, 67, 82, 54, 65, 72, 72
(16) CCCC(=O)OC(C)COc1ccccc1C(C)CC (centres undefined)
    109, 100, 104, 96, 103, 110, 102, 102
(17) COc1cc(-c2nn(C(C)(C)C)cc2-c2ccnc(NCCCNS(=O)(=O)c3ccccc3)n2)ccc1Cl
    -1.5*, 49, 58, 27, 97, 31, 77, 84
(18) Cn1cc(-c2nc(-c3ccsc3)cs2)c2ccccc21
    107, 84, 102, 87, 101, nt, 89, 95
(19) O=[N+]([O-])c1cc(-c2ccccc2)c(O)c([N+](=O)[O-])c1
    99, 74, 79, nt, 68, 82, 88, 85
(20) O=c1[nH]c(NCc2ccccn2)nc2sc3c(c12)CCCC3
    101, 91, 99, nt, 85, 85, 102, 98

Some of these compounds in order of number of heavy atoms, smallest number first:
Every second line gives: RXF 393, SNB-75, SF-268, CAKI-1, SNB-19, A498, ACHN, SF-539
(13) CCCCCCc1nc2nc(Cl)c(Cl)nc2[nH]1
    90, 53, 83, 39, 66, nt, 67, 65
(18) Cn1cc(-c2nc(-c3ccsc3)cs2)c2ccccc21
    107, 84, 102, 87, 101, nt, 89, 95
(8) O=C1CC2CC=CCN2C=C1NC(=O)c1ccc2ccccc2c1 (centres undefined)
    121, 96, 104, 96, 107, 106, 103, 94
(17) COc1cc(-c2nn(C(C)(C)C)cc2-c2ccnc(NCCCNS(=O)(=O)c3ccccc3)n2)ccc1Cl
    -1.5*, 49, 58, 27, 97, 31, 77, 84

Additional structures.
Every second line gives: RXF 393, SNB-75, SF-268, CAKI-1, SNB-19, A498, ACHN, SF-539
(21) C=C(C)[C@@H]1CC[C@]2(C=NCCC(=O)O)CC[C@]3(C)[C@H](CC[C@@H]4[C@@]5(C)CCC(=NCCC(=O)O)C(C)(C)[C@@H]5CC[C@]43C)[C@@H]12
    100, 77, 103, 75, 93, 76, 95, 102
(22) COC(=O)c1cccc2c(N)c(N)cc(C(=O)OC)c12
    110, 88, 105, 94, nt, 102, 105, 93
(23) Cc1ccc(C2NC(=S)N3C(c4ccc(C)cc4)NC(=S)N23)cc1 (centres undefined)
    nt, 127, 38, nt, 45, 50, 63, 14
(24) Clc1ccc(OCCSCCOc2ccc(Cl)cc2)cc1
    110, 100, 113, 93, 114, 110, 104, 90
(25) O=c1cnc(=O)[nH][nH]1
    nt, 117, 106, nt, 101, 111, 109, 113
(26) C=C1C(=O)O[C@H]2[C@H]1CC/C(COC(=O)/C=C/C(=O)OC/C1=C/CC[C@@]3(C)O[C@H]3[C@H]3OC(=O)C(=C)[C@@H]3CC1)=C\CC[C@@]1(C)O[C@@H]21
    -11*, 95, 90, 63, 91, 102, -14*, 82
(27) Fc1ccc(-c2cn3ccnc3c(-c3ccc4c(c3)ncn4C3CCCCC3)n2)cc1
    64, 112, 95, 109, 102, nt, 105, 103
(28) COc1cc2c(c(OC)c1)C1c3ccccc3NC(=O)N1CC2 (centres undefined)
    9.0*, 7.1*, 48, 34, 45, -7.8*, 45, -9.6*
(29) Nc1nc(SCc2ccc(Cl)cc2Cl)cc(SCc2ccc(Cl)cc2Cl)n1
    164, 93, 102, 87, 100, 109, 102, 99
(30) Cc1cc(O)ccc1N=O
    111, 96, 96, 96, 102, 111, 101, 96
(31) N#Cc1ncc(-c2cc(F)ccc2F)c(NC2CCCCCC2)n1
    83, 67, 60, 88, 64, 58, 89, 80
(32) O=C1CCS(=O)(=O)c2ccccc21
    115, 77, 104, 94, 104, 98, 95, 95
(33) COCCCNc1nc(NC(=O)c2cc(OC)cc(OC)c2)cc(-c2cccnc2)n1
    98, 73, 100, 99, 98, 68, 98, 89
(34) Cl/C=C(/Cl)c1ccccc1
    104, nt, 112, 98, 101, 98, 106, 120
(35) COc1cccc(-c2nn(C(C)(C)C)cc2-c2ccnc(NCCCNS(=O)(=O)c3cccc(F)c3)c2)c1
    112, 73, 100, 96, 104, 83, 106, 105
(36) Cc1cc(OC(=O)CSc2nc3ccccc3s2)nc2[nH]c(=O)sc12
    102, 65, 93, 83, 98, 95, 96, 103
(37) C[C@@H]1CN(c2ccc3ncc(C#Cc4cncc(C(=O)Nc5ccc(CN6CCN(C)CC6)c(C(F)(F)F)c5)c4)n3n2)C[C@@H](C)O1
    -96*, -96*, -56*, -95*, -100*, -99*, -95*, -100*
(38) Fc1ccc(Nc2csc(-c3ccccn3)n2)cc1
    108, 81, 94, 85, 100, nt, 96, 96
(39) COc1cc(-c2nc(-c3ccccc3)[nH]c2-c2ccnc(NCCCNS(=O)(=O)c3ccc(F)cc3)n2)ccc1F
    76, 80, 66, 75, 90, 60, 67, 76
(40) O=S(=O)(NC1C2c3ccccc3C(c3ccccc32)C1O)c1ccccc1 (centres undefined)
    93, 58, 91, 84, 99, 57, 110, 105
(41) O=C(N/N=C/c1ccc[nH]1)c1[nH]c2ccc(Br)cc2c1-c1ccccc1
    53, 27, 25, 21, 31, nt, 12, 14
(42) Cc1c(Cl)ccc([N+](=O)[O-])c1Cl
    123, 77, 106, 97, 117, 100, 106, 100
(43) CC1=CC(=O)C(C(C)=Nc2ccccc2[N+](=O)[O-])C(=O)O1 (centres undefined)
    103, 85, 108, nt, 109, 102, 109, 94
(44) CC(C)(C)c1nn(-c2ccccc2)c2c1COCN2Cc1ccc2c(c1)OCO2
    95, 81, 97, nt, 86, 91, 82, 87
(45) CC1=C(C(=O)Nc2ccccn2)C(c2cn(-c3ccccc3)nc2-c2ccc(F)cc2)C(C(=O)Nc2ccccn2)=C(C)N1
    86, 82, 66, 85, 83, 91, 94, 100
(46) Nc1ccc(Nc2ccccc2)cc1
    113&101, 103&102, 101&83, 41&87, 96&73, 83, 48&89, 84&87
(47) CNC(=O)c1cc(-n2ccc3cc(NC(=S)Nc4ccc(Cl)c(C(F)(F)F)c4)ccc32)ccn1
    73, 73, 77, 74, 77, 48, 73, 71
(48) O=c1cc(-c2nc3ccc(F)cc3s2)c2cc(Cl)c(Cl)cc2o1
    nt, 88, 91, 82, 83, 68, 98, 104
(49) CN1C(=O)C(C(=O)/C=C/c2ccc3c(c2)OCO3)C(=O)N(C)C1=O
    57, 76, 73, nt, 80, 88, 80, 75
(50) CC(C)=CCC1=C(O)[C@]2(CC=C(C)C)C[C@@H](CC=C(C)C)C(C)(C)[C@](C(=O)c3ccccc3)(C1=O)C2=O
    91, 63, 98, 67, 95, 106, 97, 93
(51) C[C@@H]1C(=O)[C@@H]2C[C@@H](O)[C@@H](O)C[C@]2(C)[C@H]2CC[C@@]3(C)C(=C12)CC[C@@H]3[C@@](C)(O)[C@H](O)CCC(C)(C)O
    116, 108, 98, nt, 104, 67, 117, 103
(52) CC1(C)CC(=O)C(/C=N/C(=S)NCCc2ccccc2)=C(O)C1
    106, 89, 101, 99, 110, 116, 102, 110
(53) Cc1cc(C(NC(=O)CCCCCNc2cccc3c2C(=O)N(C2CCC(=O)NC2=O)C3=O)c2ccc3c(c2)OC(F)(F)O3)c(O)c2ncccc12 (centres undefined)
    86, 51, 48, 50, 52, 95, 63, 56
(54) CN(C)c1nc(Cl)nc2c1nc(Cl)n2C1CCCCO1 (centres undefined)
    90, 88, 109, 104, 108, 101, 100, 101
(55) CC(=O)C(CCC(=O)O)(CCC(=O)O)c1ccccc1
    113, 86, 102, 100, 106, 102, 107, 103
(56) O=S(=O)(Nc1ccc(C(F)(F)F)c(Cl)c1)c1ccc(-c2cnc(C3CC3)o2)cc1
    85, 74, 84, 51, 79, 78, 84, 88
(57) COc1ccc(Nc2ncc(OC)c(NCCCNC(=O)C3CCC3)n2)cc1
    88, 92, 85, 72, 111, 104, 93, 92
(58) COc1ccc(NC(=O)Nc2ccc(-c3cccnc3)cc2N2CCC(CO)CC2)cc1
    13, 51, 53, 64, 49, 9.1*, 97, 15
(59) COc1ccc(N=C2S/C(=C/c3cn(-c4ccccc4)nc3-c3ccc(Cl)cc3)C(=O)N2Cc2nc3ccccc3[nH]2)cc1
    80, 85, 106, 88, 95, 88, 104, 111
(60) O=S1(=O)OCCCO1
    103, 94, nt, 95, nt, 101, 101, 100
(61) CC1=NN(c2ccccc2)C(=O)C1N=Nc1ccccc1S(=O)(=O)O (centres undefined)
    127&116, 107&86, 106&107, 112&105, 111&109, 113&103, 106&109, 102&112
(62) CCOC(=O)NC1=NCC(C)(C)S1
    111, 91, 98, 100, 98, 68, 107, 110
(63) CC(=O)c1ccc(N2C(=O)c3ccc(C)cc3C2=O)cc1
    104, 95, 101, 113, 106, 91, 98, 92
(64) Cc1cccc2cc(-c3cc4ccccc4[nH]3)/c(=N\Nc3ccc(Cl)cc3)oc12
    96, nt, 87, 69, 89, nt, 70, 91
(65) CCc1ccc2c(c1)N(CCO)C1=C(C(=O)OC1)C2c1ccccc1 (centres undefined)
    94, 88, 106, 101, 104, 73, 89, 103
(66) NCC1CC2c3ccccc3C1c1ccccc12 (centres undefined)
    98, 82, 100, nt, 100, 91, 115, 109
(67) Cc1cc(N2CCCC2)nc(Nc2ccc(NC(=O)CCc3ccccc3)cc2)n1
    100, 96, 103, 113, 102, 81, 100, 119
(68) CC(C(N)=O)N1CCN(c2cccc(Cl)c2)CC1 (centres undefined)
    110, nt, 96, 95, 99, 103, 104, 101
(69) CNC1=C([N+](=O)[O-])C(c2ccc(OC)cc2)C(C#N)=C(c2ccc[nH]2)O1 (centres undefined)
    113, 89, 103, 93, 97, 97, 105, 99
(70) CS(=O)(=O)ON1C(=O)c2ccccc2C1=O
    105, 82, 107, 93, 99, 101, 101, 101
(71) NC1=NC(c2ccc(Cl)cc2)N=C(Nc2nn[nH]n2)N1 (centres undefined)
    16, 92, 107, 93, 98, 97, 99, 98
(72) C=CCOc1c(CCC)cc(C#N)cc1CCC
    108, 88, 106, nt, 103, 110, 101, 93
(73) NC(N)=N/N=C/c1cc(Cl)ccc1O
    97, 103, 116, 79, 106, 89, 102, 116
(74) O=C(c1nnc(NCc2ccccc2)o1)c1c[nH]c2ccccc12
    111, 99, 106, 98, 100, nt, 100, 113
(75) CCn1cc(C2=C(c3cn(C)c4ncccc34)C(=O)NC2=O)c2cccnc21
    77, -11*, 76, 62, 88, -2.4*, 75, 72
(76) C=CCSSSSCC=C
    94, 95, 90, nt, 73, 117, 94, 84

Single records, from the list above. Order of values: RXF 393 | SNB-75 | SF-268 | CAKI-1 | SNB-19 | A498 | ACHN | SF-539
O=C(c1nnc(NCc2ccccc2)o1)c1c[nH]c2ccccc12 is listed with 111 | 99 | 106 | 98 | 100 | nt | 100 | 113
Cc1cccc2cc(-c3cc4ccccc4[nH]3)/c(=N\Nc3ccc(Cl)cc3)oc12 is listed with 96 | nt | 87 | 69 | 89 | nt | 70 | 91
CC(=O)c1ccc(N2C(=O)c3ccc(C)cc3C2=O)cc1 is listed with 104 | 95 | 101 | 113 | 106 | 91 | 98 | 92
